Bioassay records deposited in PubChem BioAssay by National Center for Advancing Translational Sciences (NCATS).
p53ts 39C tox – cytotoxicity in p53ts cells at nonpermissive temperature. H1299-p53A138V viability at 39C, ATP luminescence, 24 h. Potency, µM (titrated, usually from 46.1 µM), for inactives: at the highest dose activity change, negative = cell killing, usual class: cytotoxic. actives 1.5% (n = 130,000); active means well fitted cell-killing curve with a large enough effect; inconclusive means small, poorly fitted or top-dose-only effect; inactive means no such curve, though single readings can be large or run the other way; further: nearly all actives have a fitted effect of over 55% in size
Numbers without * were called inactive; u = inconclusive; [ ] = another dose, or the depositor's remark. On the % scale 0 is the no-effect control and ±100 the full control effect; potency means the concentration at half of the fitted maximal effect. These rows are one share of the data. The share of hits here may be higher or lower than overall.

A first look (15 entries):
SMILES | p53ts 39C tox
Cc1cccc(C)c1N=Cc1c(O)n(-c2nccs2)c(=O)c2ccccc12 | -14.2%
O=C(Nc1ccccc1Cl)c1ccccc1S(=O)(=O)c1ccccc1[N+](=O)[O-] | 5.0%
Cc1cccc(C)c1NC(=S)NC(C)CCc1ccccc1 (stereo unspecified) | 11.7%
CN(C)CCCN(C(=O)c1ccc2c(c1)CCCC2)c1nc2ccc(Cl)cc2s1 | -17.5%
Fc1ccc(CSc2ccc(-c3ccco3)nn2)cc1 | 1.7%
COc1ccccc1CC(=O)Nc1cccc(C(=O)NN2C(=O)c3ccccc3C2=O)c1 | 20.0%
O=C(NNc1c2ccccc2nc2ccccc12)c1ccc(O)cc1 | -8.0%
O=C1CC(N(Cc2cccs2)C(=O)Nc2ccccc2)C(=O)N1c1ccc(Cl)cc1 (stereo unspecified) | -0.4%
Cc1cccc(NC(=O)/C(=C/c2cccc([N+](=O)[O-])c2)NC(=O)c2cccs2)c1 | 17.5%
O=C(Nc1cccc(C(F)(F)F)c1)C(Sc1ncnc2ccccc12)c1ccccc1 (stereo unspecified) | -2.9%
C/C=C/c1ccc(OCCOc2ccc(C=O)cc2OC)c(OC)c1 | 18.8%
CCc1ccccc1NC(=S)/N=C(\N)Nc1nc(C)c2cc(C)ccc2n1 | u
C=CCn1c(SCC(=O)Nc2ccc(-c3nc4ccc(C)cc4s3)cc2)nnc1-c1ccccc1 | -11.8%
COc1ccc(C(=O)N/N=C/C(Br)=C/c2ccccc2)cc1 | -16.0%
C=CCn1c(COc2cccc(C)c2C)nnc1SCC(=O)N1CCN(c2ccccc2)CC1 | 4.9%

This part in full (from the top)
SMILES | p53ts 39C tox
Cc1cccc(C)c1N=Cc1c(O)n(-c2nccs2)c(=O)c2ccccc12 | -14.2%
O=C(Nc1ccccc1Cl)c1ccccc1S(=O)(=O)c1ccccc1[N+](=O)[O-] | 5.0%
Cc1cccc(C)c1NC(=S)NC(C)CCc1ccccc1 (stereo unspecified) | 11.7%
CN(C)CCCN(C(=O)c1ccc2c(c1)CCCC2)c1nc2ccc(Cl)cc2s1 | -17.5%
Fc1ccc(CSc2ccc(-c3ccco3)nn2)cc1 | 1.7%
COc1ccccc1CC(=O)Nc1cccc(C(=O)NN2C(=O)c3ccccc3C2=O)c1 | 20.0%
O=C(NNc1c2ccccc2nc2ccccc12)c1ccc(O)cc1 | -8.0%
O=C1CC(N(Cc2cccs2)C(=O)Nc2ccccc2)C(=O)N1c1ccc(Cl)cc1 (stereo unspecified) | -0.4%
Cc1cccc(NC(=O)/C(=C/c2cccc([N+](=O)[O-])c2)NC(=O)c2cccs2)c1 | 17.5%
O=C(Nc1cccc(C(F)(F)F)c1)C(Sc1ncnc2ccccc12)c1ccccc1 (stereo unspecified) | -2.9%
C/C=C/c1ccc(OCCOc2ccc(C=O)cc2OC)c(OC)c1 | 18.8%
CCc1ccccc1NC(=S)/N=C(\N)Nc1nc(C)c2cc(C)ccc2n1 | u
C=CCn1c(SCC(=O)Nc2ccc(-c3nc4ccc(C)cc4s3)cc2)nnc1-c1ccccc1 | -11.8%
COc1ccc(C(=O)N/N=C/C(Br)=C/c2ccccc2)cc1 | -16.0%
C=CCn1c(COc2cccc(C)c2C)nnc1SCC(=O)N1CCN(c2ccccc2)CC1 | 4.9%
COCCSc1ccccc1C(=O)Nc1ccc(Cl)cn1 | -6.5%
O=C(CSCc1ccc(Cl)cc1)Nc1ccc(S(=O)(=O)N2CCCCCC2)cc1 | -11.1%
CC(Cc1ccccc1)NC(=O)c1ccc([N+](=O)[O-])cc1 (stereo unspecified) | -21.3%
O=C(CC(Nc1ccccc1)c1ccc(F)cc1)c1ccccc1 (stereo unspecified) | -4.0%
C=CCN=c1scc(-c2ccccc2)n1/N=C/c1ccccn1 | u
COc1ccc2c(c1OC)C(=O)N1N=C(c3ccc(Cl)cc3)CC21 (stereo unspecified) | 6.4%
CCN1CCN(C(=O)/C=C/c2ccc(C)o2)CC1 | -2.3%
COc1cc(SC)ccc1C(=O)NCc1ccccc1 | -24.5%
O=C(Nc1ccc(Cl)c(C(F)(F)F)c1)C(=O)N1CCCCC1 | -0.8%
CCOc1ccc(/C=C/C(=O)Nc2ccc(C(N)=O)cc2)cc1OC | 13.7%
COc1ccc(/C=C2/C(=O)N(c3nc4ccccc4s3)N=C2CSc2ccc(Cl)cc2)cc1 | 8.0%
Cc1ccc(NC(=S)Nc2ccc(Cl)c(Cl)c2)c(OC(F)F)c1 | 4.9%
COc1ccc(NC(=O)CSc2nc3ccccc3c(=O)n2Cc2cccs2)c(OC)c1 | -21.8%
C=CCn1c(SCC(=O)c2[nH]c(C)c(C(=O)OC)c2C)nc2scc(-c3ccc(OC)c(OC)c3)c2c1=O | -7.3%
COc1ccc(NC(=S)Nc2ccc(OCc3ccccc3)cc2)c(OC)c1 | 5.4%
Cc1ccc(-c2cc(C(=O)NCCc3ccccn3)c3ccccc3n2)c(C)c1 | 2.4%
COc1cccc(OC)c1C(=O)Nc1ccc(C)cc1C(=O)c1ccccc1 | 11.7%
Cc1cc(C)cc(OCC(=O)OCC(=O)NCc2cccs2)c1 | -8.7%
O=c1c2ccccc2n2c(-c3cccc(Cl)c3)nnc2n1Cc1ccccc1 | -0.1%
O=C(Cn1nc(CNc2ccc(Cl)cc2)[n+]2c1CCCCC2)c1ccc(Cl)cc1 | 7.5%
S=C(Nc1cccnc1)NC1CCCC1 | -4.2%
O=C(NCC1CCCO1)/C(=C/c1ccc(Cl)cc1)NC(=O)c1ccccc1 (stereo unspecified) | 8.9%
CN(C=[N+](C)C)c1cccc2c1C(=O)c1ccccc1C2=O | 1.7%
O=C1CC(c2ccc(F)cc2)Sc2nc(C34CC5CC(CC(C5)C3)C4)nn21 (stereo unspecified) | 6.5%
O=[N+]([O-])c1cc(-c2cnc3ccccc3n2)ccc1Oc1ccc(Cl)cc1 | 12.4%
Cc1ccc(-c2csc3nc(SCC(=O)N(C)C)n(Cc4ccccc4)c(=O)c23)cc1 | 31.5%[activator]
Cc1c(Cl)cccc1NC(=O)c1ccc(OCC(=O)NCc2ccccc2)cc1 | 0.8%
Cc1ccc(NC(=S)NCCc2ccc(F)cc2)c(C)c1 | 22.4%
CCCCN1C(=O)C2C3C=CC(C2C1=O)C1C2C(=O)N(CCCC)C(=O)C2C31 (stereo unspecified) | -18.2%
C=CCn1c(NS(=O)(=O)c2ccccc2)c(S(=O)(=O)c2ccc(C)cc2)c2nc3ccccc3nc21 | -3.5%
COc1ccc(CCN=C(N)NS(=O)(=O)c2ccc(OC)cc2)cc1 | -3.8%
CC(C)C(=O)Nc1ccc2c3c(cccc13)CC2 | 14.1%
Cc1ccc(NC(=O)c2cc(S(=O)(=O)NCCC3=CCCCC3)ccc2F)cc1 | -5.8%
O=S1(=O)CCC(NC(=S)N2CCCCCC2)C1 (stereo unspecified) | 10.4%
COc1ccc(NC(=S)NN2CCN(C)CC2)cc1OC | -3.1%
CCC(CC)c1nnc(NC(=O)C2CC(=O)N(c3ccc4c(c3)OCCO4)C2)s1 (stereo unspecified) | 15.0%
O=C(Cc1ccccc1)NC(=S)Nc1ccc2oc(-c3ccccc3)nc2c1 | 2.7%
CCCOc1ccc(-c2csc(NC(=O)CN3C(=O)CCC3=O)n2)cc1 | -3.4%
Cc1cc(C)n(CC2CC(=O)N(c3cc(Cl)cc(Cl)c3)C2=O)n1 (stereo unspecified) | 8.2%
COC(=O)c1ccccc1NC(=O)c1ccccc1N(C)S(=O)(=O)c1ccccc1 | -8.3%
CC(C)(C)NC(=O)/C=N/O | 18.5%
CCOC(=O)C(Cc1ccccc1)C(=O)Nc1cccc(C)c1 (stereo unspecified) | 5.6%
Cc1ccc(NC(=O)N(Cc2nc3ccccc3c(=O)[nH]2)Cc2cccs2)cc1 | -12.0%
COC(=O)C(Oc1ccc2c(-c3ccc(OC)cc3)cc(=O)oc2c1)c1ccccc1 (stereo unspecified) | 3.3%
COc1cc(OC)cc(C(=O)N(CCCN2C(=O)c3cccc4cccc(c34)C2=O)c2cccc(OC)c2)c1 | 10.5%
Carrying on:
SMILES | p53ts 39C tox
COC(=O)c1ccc(N2Cc3ccccc3/C2=N\C(=O)Nc2ccccc2)cc1 | 4.4%
COc1cccc(C(=O)NNC(=O)Cc2ccc([N+](=O)[O-])cc2)c1 | 23.1%
COc1ccc(Cc2nnc(N/N=C/c3ccc(O)cc3)[nH]c2=O)cc1OC | 2.82µM*
COc1cccc(-c2cc(N3C(=O)Nc4ccccc4N3O)n[nH]2)c1 | 6.4%
O=C(CSCc1ccc([N+](=O)[O-])cc1)Nc1ccc(S(=O)(=O)N2CCCCCC2)cc1 | 7.4%
Clc1cccc(Cl)c1CSc1nnc2ccccn12 | -15.4%
Cc1cc(SCC(=O)c2cccs2)nc2ccccc12 | -25.5%
Cc1ccccc1C(=O)NC(=S)Nc1ccc(S(=O)(=O)N2CCOCC2)cc1 | -2.2%
O=C(c1cnccn1)N1CCN(c2ccccc2F)CC1 | -0.2%
CC(=O)Nc1ccc(NC(=O)C(C)OC(=O)C2CC3C=CC2C3)cc1 (stereo unspecified) | 12.9%
CC(C)OC(=O)c1ccc(COC(=O)c2cccc(-c3nnc(-c4ccccc4)o3)c2)cc1 | -5.5%
O=C(NNC(=O)c1ccc2c(c1)OCO2)NC12CC3CC(CC(C3)C1)C2 | 4.5%
Cc1ccccc1NC(=S)Nc1ccc(Br)cc1 | -3.6%
CCOc1ccc(CN(C)CC(=O)Nc2cc(OC)c([N+](=O)[O-])cc2C)cc1 | -2.2%
O=C(COC(=O)c1ccccc1C(=O)c1ccc(Cl)cc1)NCCc1ccccc1 | -8.3%
COc1ccc(C(=O)C2C(c3ccc(-c4ccccc4[N+](=O)[O-])o3)NC(=O)NC2(O)C(F)(F)F)cc1 (stereo unspecified) | 15.0%
CCOC(=S)SCC(=O)N1CCc2cc(OC)ccc2C1C1C(=O)CCCC1=O (stereo unspecified) | -3.6%
CCOC(=O)c1sc2ccccc2c1NC(=O)c1coc2ccccc2c1=O | 1.9%
CCCCCc1nnc(NC(=O)Cn2cnc3ccccc3c2=O)s1 | 22.2%
O=C(Nc1ccc(-c2noc(-c3ccccc3F)n2)cc1)c1cccs1 | 2.7%
O=C(Nc1ccccc1)/C(=C/c1cccnc1)NC(=O)c1ccco1 | -3.0%
Cc1c(C(=O)Nc2cccc(Cl)c2)c2ccccn2c1CCc1ccncc1 | 15.3%
COC(C(=O)Nc1ccc(S(=O)(=O)Nc2ccc(F)cc2)cc1)c1ccccc1 (stereo unspecified) | 1.0%
O=C(/C=C/Nc1ccc(F)cc1F)c1cccs1 | u
C=CCN=C(C)C1=C(O)C(C)OC1=O (stereo unspecified) | 0.6%
CCN(CC)S(=O)(=O)c1ccc(OC)c(NC(=O)C(Cc2ccccc2)N2C(=O)c3ccccc3C2=O)c1 (stereo unspecified) | -3.0%
NC1=NC(=O)/C(=C/c2ccccc2OS(=O)(=O)c2ccc3ccccc3c2)S1 | -3.4%
COC(C(=O)Nc1ccc(S(=O)(=O)Nc2cccc3ccccc23)cc1)c1ccccc1 (stereo unspecified) | 4.3%
NNC(=O)c1ccc(COc2cccc3ccccc23)cc1 | -1.9%
CCNc1ccc(C(=O)OCC(=O)NCc2ccccc2Cl)cc1[N+](=O)[O-] | 8.2%
CCOC(=O)c1cc2c(C)n(-c3ccc(OCC)cc3)c(C)c2cc(C(=O)OCC)c1=O | -20.1%
O=C(CSc1ccccn1)N/N=C/c1ccccc1[N+](=O)[O-] | 0.0%
COc1ccc(C(=O)NC2CC(C)(C)Cc3occc32)cc1 (stereo unspecified) | -11.6%
O=C(Nc1ccc(Cl)cc1)Nc1nnc(SCc2ccccc2)s1 | 2.6%
O=C(Cn1cc(SCc2ccccc2Cl)c2ccccc21)N1CCOCC1 | -8.5%
Cc1ccccc1NC(=O)/C(C#N)=C/c1ccccc1C(F)(F)F | -4.9%
COc1ccc(S(=O)(=O)N(C(=O)c2ccncc2)c2ccc3oc4c(c3c2)CCCC4)cc1 | -3.5%
Cc1ccc(-n2nc(-c3ccccc3)cc2Nc2ccccc2N)cc1 | -9.9%
Cc1ccc(-c2cc(-c3ccccc3)no2)c(O)c1 | 5.01µM*
Cc1ccc(/C=N/NC(=O)c2ccccn2)o1 | -9.5%

Two of these compounds, reformatted:
SMILES	p53ts 39C tox
Cc1ccc(-n2nc(-c3ccccc3)cc2Nc2ccccc2N)cc1	-9.9%
Cc1ccc(-c2cc(-c3ccccc3)no2)c(O)c1	5.01µM*

(more compounds)
SMILES | p53ts 39C tox
O=c1[nH]c(N/N=C/c2ccc(O)cc2)nc2ccccc12 | u
Cc1ccc(C)c(CS(=O)(=O)c2cn(CC(=O)N3CCCCC3)c3ccccc23)c1 | 6.3%
COc1ccc(NC(=O)COC(=O)CC2CC3CCC2C3)c([N+](=O)[O-])c1 (stereo unspecified) | 21.5%
CC(C)c1ccc(/C=C/C(=O)N2CCc3ccccc3C2)cc1 | 19.5%
CC(C)CNC(=O)/C=C/c1cccs1 | -1.3%
COc1ccc(/C=C/C(=O)Nc2cc(C(F)(F)F)ccc2Cl)cc1OC | 3.3%
CCCOc1ccc(C(=O)NCC(c2ccco2)N(C)C)cc1OC (stereo unspecified) | -1.5%
O=C(CN1CCSC1=NCc1ccccc1)c1ccccc1 | -3.6%
Cc1ccc(CCc2nnc(SCC(=O)Nc3ccccc3Cl)n2-c2ccccc2)o1 | 2.7%
CCOC(=O)c1c(NC(=O)c2cc(-c3ccc(Cl)s3)nc3ccccc23)sc(C(N)=O)c1C | 11.8%
Cc1cccc2sc(N(CCCN(C)C)C(=O)CCc3ccccc3)nc12 | -27.4%
CC(=O)N/C(=C\c1ccccc1)C(=O)NCC(=O)O | 27.9%
CC1Sc2n(c3ccccc3[n+]2C)N=C1c1ccccc1 (stereo unspecified) | -1.8%
Cc1ccc(C(=O)NC(=S)Nc2cccc(-c3nc4ccccc4s3)c2)cc1 | -0.9%
